HePTP inhibitor: human HePTP phosphatase inhibition; recombinant HePTP phosphatase activity, OD absorbance; inhibition, % at 20 µM; hit rate 0.64% among 110,000; in the data active = inhibition above about 50%;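 note: plate controls were vehicle for no effect and reference inhibitor for full effect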
BAP1 inh: inhibitors of human BAP1 deubiquitinase; hit rate 0.48% among 72,000; activity remaining (% of control), % at 20 µM; recombinant BAP1, Ub-AMC hydrolysis fluorescence kinetic; hits give low values; Q92560;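 active = activity remaining at or below 50% of control, provided the compound also passes the data quality filters; inactive = the rest, including low values that fail the filters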;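 note: 100% = DMSO wells rate and 0% = substrate alone blank rate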
Active calls of the source: *; / = no result given; & = joins results of further samples. An excerpt; rates above refer to the full screens.

nr	SMILES	BAP1 inh	HePTP inhibitor
1	COc1ccc(OC)c(C2=NOC(C(=O)N3CCC4(CC3)OCCO4)C2)c1 (stereo not drawn)	77.2	8.2
2	C[N+](C)(C)CC#CCOC(=O)Nc1cccc(Cl)c1	88.5	/
3	NCC(CC(=O)O)c1ccc(Cl)cc1 (stereo not drawn)	102.2&154.8&98.3	6.8
4	O=C(CNC(=O)c1ccccc1Cl)Nc1ccc(Br)cc1C(=O)c1ccccc1	/	4.4
5	CCN(CC)CCCNC(=O)c1c(O)c2ccccc2n(Cc2ccccc2)c1=O	161.7	-4.6
6	O=C(Nc1cccc2ccccc12)NC1CN2CCC1CC2 (stereo not drawn)	/	5.6
7	COC(=O)N1CCN(C(=O)Cc2ccc(Cl)c(Cl)c2)C(CN2CCCC2)C1 (stereo not drawn)	90.0	/
8	CCC(CC)N1CCN(Cc2ccc(OC)c(OC)c2OC)CC1	/	-3.1
9	O=c1[nH]c(N2CCN(Cc3ccc4c(c3)OCO4)CC2)nc2c1CCC2	123.6	-7.6
10	O=C1CC(=O)N(c2ccc(Br)cc2)C(=S)N1	/	7.1
11	Cc1cc(C=C2C(=O)NC(=O)NC2=O)c(C)n1-c1ccc(Br)cc1	/	5.8
12	CCOC(=O)N1CCC(NC(=O)CCc2nc(C3=CCN(C)CC3)no2)CC1	84.8	6.9
13	O=P(Oc1ccccc1)(Oc1ccccc1)OC1CCS(=O)(=O)C1 (stereo not drawn)	/	-5.7
14	Cc1cc(C=C2C(=O)NC(=O)NC2=O)c(C)n1C1CCCCC1	/	15.1
15	Nc1nn[nH]n1	59.7	/
16	CS(=N)(=O)CC[C@H](N)C(=O)O (stereo partly drawn)	102.2	/
17	CCN(CCCl)Cc1ccccc1Br	93.4	/
18	CC12CN3CC(C)(CN(C1)C3c1cccs1)C2O (stereo not drawn)	104.7	3.9

Record cards (already shown).
CCC(CC)N1CCN(Cc2ccc(OC)c(OC)c2OC)CC1 is listed with BAP1 inh = /; HePTP inhibitor = -3.1
NCC(CC(=O)O)c1ccc(Cl)cc1 (stereo not drawn) is listed with BAP1 inh = 102.2&154.8&98.3; HePTP inhibitor = 6.8

Structures from the list above that contain four or more nitrogen atoms:
nr	SMILES	BAP1 inh	HePTP inhibitor
9	O=c1[nH]c(N2CCN(Cc3ccc4c(c3)OCO4)CC2)nc2c1CCC2	123.6	-7.6
12	CCOC(=O)N1CCC(NC(=O)CCc2nc(C3=CCN(C)CC3)no2)CC1	84.8	6.9
15	Nc1nn[nH]n1	59.7	/
